# NCI-60 one-dose screen, 48 h, at 10 µM unless noted. Numbers give growth in % (100 = growth as untreated, 0 = no growth, -100 = all killed).
# M14 = M14 melanoma; 80,000 compounds, 6.2% hits; AID 1794745
# SK-MEL-28 = SK-MEL-28 melanoma; 81,000 compounds, 4.1% hits; AID 1794761
# HOP-62 = HOP-62 NSCLC; AID 1794735; 80,000 compounds, 3.9% hits
# HOP-92 = HOP-92 NSCLC cells; 71,000 compounds, 6.3% hits; AID 1794738
# SK-MEL-2 = SK-MEL-2 melanoma; 77,000 compounds, 4.7% hits; AID 1794763
# A549/ATCC = A549/ATCC NSCLC; 81,000 compounds, 3.7% hits; AID 1794740
# EKVX = EKVX NSCLC | 71,000 compounds, 3% hits | AID 1794765
# SK-MEL-5 = SK-MEL-5 melanoma. 80,000 compounds, 6.4% hits. AID 1794755
# * = called active by the depositor; . = not tested or not shown; & = joins results of further samples. The calls were made as follows: active = growth percent below 10; inactive = the rest.
compound	M14	SK-MEL-28	HOP-62	HOP-92	SK-MEL-2	A549/ATCC	EKVX	SK-MEL-5
C=CC(=O)N[C@@H](/C=C/C(=O)OCC)Cc1ccc(-c2cc(F)cc(F)c2)cc1	106	113	91	76	103	99	83	88
Cn1cccc1-c1cc(C(=O)N/N=C\c2cccc(O)c2)[nH]n1	98	117	86	48	94	114	99	116
N#CC(c1ccc(Cl)cc1)c1cccc(Cl)n1 (stereo unspecified)	96	108	75	80	97	82	88	100
O=C(Nc1nc2ccccc2s1)Nc1ccccc1Cl	94	102	12	74	100	75	65	95
CCOC(=O)c1c(NCC(=O)Nc2ccccc2[N+](=O)[O-])sc2c1CCCC2	95	104	85	.	101	97	89	99
COc1ccccc1CNCCCN1C(=O)c2ccc3c4c(ccc(c24)C1=O)C(=O)N(CCCNCc1ccccc1OC)C3=O	-62*	-91*	-36*	-20*	-80*	-86*	-64*	-100*
CN(C)CCN(Cc1ccc(Cl)cc1)c1ccccn1	90	99	92	.	94	96	97	94
Cc1ccc(NC(=O)CN2CCN(c3cc(=O)[nH]c4ccc(F)cc34)CC2)cc1	90	96	67	.	101	82	83	90
Cc1cc(=O)oc2c1ccc1oc(C(=O)c3ccccc3)c(C)c12	77	105	115	105	104	94	.	84
COc1cc(Cc2ccc(O)c(OC)c2)ccc1O	99	114	90	95	97	88	99	99
CCCCCCCCCC(=O)Oc1ccc(/C(=C(/CC)Cc2ccccc2)c2ccc(OCCN3CCCCC3)cc2)cc1	95	96	86	73	93	87	91	95
COc1ccc(S(=O)(=O)NC2c3ccccc3CC2O)c(OC)c1 (stereo unspecified)	95	110	102	100	101	107	100	104
O=C1/C(=C/c2c[nH]c(=O)[nH]c2=O)Oc2cc(O)ccc21	104	114	101	116	105	99	101	94
CCN1C(=O)N(CC)C2Nn3c(s/c(=C\c4ccc(OC)cc4)c3=O)=NC21 (stereo unspecified)	40	63	56	75	52	51	82	48
Cc1csc(Nc2nc(-c3cccc(Br)c3)nc(C(Cl)(Cl)Cl)n2)n1	86	47	34	51	104	5.6*	23	91
Cn1c(=O)c(C#N)c(-c2ccccc2)n2c(SCC(=O)c3ccccc3)nnc12	106	121	.	86	33	88	114	100
O=C(Cn1c(/C=C/c2cccc([N+](=O)[O-])c2)nc2ccccc2c1=O)Nc1ccc(Cl)cc1	101	102	93	.	118	94	94	102
Cc1ccc(NC(=S)Nc2ncccc2OCc2cccc(F)c2)cc1	86	109	104	95	93	89	83	98
Cc1cc(C(C)(C)C)cc(Cc2cc(C(C)(C)C)cc(C=O)c2O)c1O	61	92	84	95	84	90	82	98
CCOC(=O)c1c2c(n(-c3ccc(I)cc3)c1-c1ccccc1)C=CCC2	95	95	87	83	84	86	89	95
COc1ccc(C[n+]2c3ccccc3n3c4ccc(N)cc4ccc32)c(OC)c1OC	88	64	53	-0.2*	44	63	49	43
Cc1oc2nc[nH]c(=O)c2c1C(=O)/C=C/c1ccc(F)cc1	94	92	97	65	87	87	76	71
CN(C)c1ccc(/C=C2\SC(=S)N(CCCN3CCOCC3)C2=O)cc1	106	96	110	70	.	87	.	91
C=CCc1c(N(C)c2ccc(C)cc2)ncnc1-n1c(C)nc2ccccc21	83	102	84	51	86	72	71	68

# Four compounds out of the list, sorted by length of the SMILES, smallest number first.
compound	M14	SK-MEL-28	HOP-62	HOP-92	SK-MEL-2	A549/ATCC	EKVX	SK-MEL-5
Cc1csc(Nc2nc(-c3cccc(Br)c3)nc(C(Cl)(Cl)Cl)n2)n1	86	47	34	51	104	5.6*	23	91
COc1ccc(C[n+]2c3ccccc3n3c4ccc(N)cc4ccc32)c(OC)c1OC	88	64	53	-0.2*	44	63	49	43
Cn1c(=O)c(C#N)c(-c2ccccc2)n2c(SCC(=O)c3ccccc3)nnc12	106	121	.	86	33	88	114	100
O=C(Cn1c(/C=C/c2cccc([N+](=O)[O-])c2)nc2ccccc2c1=O)Nc1ccc(Cl)cc1	101	102	93	.	118	94	94	102

# Additional records follow.
compound	M14	SK-MEL-28	HOP-62	HOP-92	SK-MEL-2	A549/ATCC	EKVX	SK-MEL-5
O=C1Nc2ccccc2C12CC(c1ccccc1)=NN2 (stereo unspecified)	38	57	59	59	.	39	.	31
COc1ccc(-c2nc(-c3nc4cc(C(=O)c5ccccc5)ccc4[nH]3)cc3c2[nH]c2ccccc23)cc1	93	93	102	.	104	82	.	78
COc1ccc(-c2ncnc3c2ncn3C/C=C/CCl)cc1	87&71	99&98	96&99	63&38	59&69	75&81	106&108	82&86
Nc1c(C(=O)Nc2cc(Cl)cc(Cl)c2)sc2nc3c(cc12)C(=O)CCC3	105	95	108	.	91	60	.	102
O=C(/C=C/c1cccc([N+](=O)[O-])c1)c1ccc(Nc2nc(Nc3ccc(F)cc3)nc(Nc3ccc(Cl)cc3)n2)cc1	93	97	151	51	70	83	79	88
Cc1ccccc1OCC(O)CN1CCN(c2ccccc2)CC1 (stereo unspecified)	99	104	116	88	96	103	104	105
O=C(/C=C/c1c2ccccc2cc2ccccc12)c1ccc(F)cc1	97	88	90	76	90	84	97	93
COc1cc(C2CC(c3ccc4c(c3)OCO4)=NN2C(C)=O)cc(OC)c1OC (stereo unspecified)	29	53	35	75	28	36	39	12
OCCn1cc(-c2nc(-c3c[nH]c4ncccc34)cs2)c2ccccc21	98	104	75	58	99	78	32	77
COc1cc(CNc2oc(-c3ccccc3)c(-c3ccccc3)c2C#N)cc(CN2CCOCC2)c1O	106	107	109	113	112	101	89	88
O=C(O)COc1cccc2ccccc12	109	92	114	101	106	110	114	106
CSC1=Nc2c(c(C)c(C)n2CCCC(=O)O)C2=NC(=O)CN12	110	110	98	92	111	117	105	101
O=C1Nc2cc(Cl)ccc2/C1=C/c1ccc(OCc2ccc(Br)cc2F)cc1	-45*	-61*	-80*	-43*	-47*	-75*	-14*	-67*
CCN1CCN(CC(=O)Nc2nc3ccc(NCc4ccc(F)cc4)cc3s2)CC1	91	102	92	61	106	100	87	91
CC(C)Sc1nc(Nc2ccc(S(N)(=O)=O)cc2)c(C#N)c(-c2ccc(Cl)cc2)n1	103	109	110	.	111	110	101	107
Cc1ccc(S(=O)(=O)Nc2ccc(Cl)c(Cl)c2)cc1	114	108	102	83	94	96	.	100
Cc1cc(C)nc(NS(=O)(=O)c2ccc(NCc3coc4ccccc4c3=O)cc2)n1	97	102	104	78	97	100	.	99
Cc1ccc(Nc2ccc(N)cc2S(=O)(=O)O)cc1	100	141&109	98&97	103&103	107&103	114&96	112&103	100&120
COc1ccc(CCC2(C)OCC(CCCCO)O2)cc1 (stereo unspecified)	121	104	96	75	104	103	106	100
O=C(/C=C/c1ccc([N+](=O)[O-])cc1)c1cc2ccccc2oc1=O	102	109	85	84	100	100	86	.
CCCCCCCCCCCCCCNc1nc(Cl)ncc1-c1ccc(C(F)(F)F)cc1	101	114	122	103	94	99	.	101
CC(C)NC(=O)OCC#CCOC(=O)NC(C)C	101	104	104	105	.	97	.	106
Cn1ccc(N)nc1=O	104	106	105	100	92	90	106	102
CN(C)/C=C1\CC2C(=O)N(Cc3ccc(Cl)cc3Cl)C(N(C)C)N2C1=O (stereo unspecified)	95	104	89	92	93	87	108	98

# An excerpt of these results, with values under each structure:
# Order of results: M14	SK-MEL-28	HOP-62	HOP-92	SK-MEL-2	A549/ATCC	EKVX	SK-MEL-5
CCCCCCCCCCCCCCNc1nc(Cl)ncc1-c1ccc(C(F)(F)F)cc1
→ 101	114	122	103	94	99	.	101
O=C1Nc2cc(Cl)ccc2/C1=C/c1ccc(OCc2ccc(Br)cc2F)cc1
→ -45*	-61*	-80*	-43*	-47*	-75*	-14*	-67*
CC(C)Sc1nc(Nc2ccc(S(N)(=O)=O)cc2)c(C#N)c(-c2ccc(Cl)cc2)n1
→ 103	109	110	.	111	110	101	107
Cn1ccc(N)nc1=O
→ 104	106	105	100	92	90	106	102
Cc1ccc(S(=O)(=O)Nc2ccc(Cl)c(Cl)c2)cc1
→ 114	108	102	83	94	96	.	100

# (continued)
compound	M14	SK-MEL-28	HOP-62	HOP-92	SK-MEL-2	A549/ATCC	EKVX	SK-MEL-5
COc1cccc(-c2cc(-c3ccc(C)s3)c(C#N)c(=O)[nH]2)c1	103	94	102	83	108	92	93	92
Cc1cc2nc(C)c(=O)[nH]c2cc1C	105	109	91	70	106	90	82	102
Cc1ccc2nc(NC(=O)CSc3nc(-c4ccccc4)c(C#N)c(N4CCN(C)CC4)n3)sc2c1	93	88	86	21	94	80	72	77
COc1cc2ncnc(Nc3ccc(S(=O)(=O)Nc4nccs4)cc3)c2cc1OCCCN1CCN(C)CC1	107	108	100	129	122	104	109	114
COc1ccccc1-n1cc(C#N)c(N)c1C(=O)c1ccc(Cl)cc1	.	74	88	101	78	95	87	60
COc1cccc(-c2nc(-c3ccc(NC(=O)C(C)C)cc3)[nH]c2-c2ccnc(Br)c2)c1	40	47	24	43	22	39	45	6.1*
O=C1NC(=O)C(c2coc3ccc(F)cc23)=C1c1c[nH]c2ccccc12	85	95	72	99	.	89	88	98
CN(C)CCC(=O)c1cccs1	99	119	97	.	105	100	95	105
Cc1nc(-c2cccs2)ccc1NC(=O)Nc1ccc(Cl)cc1	99	96	93	112	98	72	95	98
CNC(=O)CCN1C(=O)/C(=C/c2ccc(O)cc2)SC1=S	96	101	98	17	112	96	96	102
CCCCCC(CCCCC)C(=O)O	112	111	98	79	99	102	116	117
CCC(=O)Sc1ccccc1C(=O)Nc1ccc(Cl)cc1	42	50	77	16	133	77	29	25
c1ccc(-c2nn3c(-c4ccccc4)nnc3s2)cc1	109	106	91	97	113	89	77	90
O=C(Nc1nc(-c2ccc(Cl)cc2)nc2c1sc(=S)n2-c1ccccc1)C(F)(F)F	40	79	9.1*	-4.8*	43	20	55	65
COc1ccc(C2=NOC(CC(=O)N(CCO)CCO)C2)cc1OC1CCCC1 (stereo unspecified)	92	119	102	94	106	96	92	94
NC1=Nc2ccccc2C(=O)NN1	105	106	104	90	107	105	108	108
COc1ccc(C2=NOC3C(O)[C@@H]4OCC(O4)[C@H]23)cc1 (stereo partly specified)	99	105	70	94	103	78	94	97
CC1=CC2C=C(C3N(c4ccccc4)NC(=O)[C@@H]4CCCN34)C(=O)NC2C=C1 (stereo partly specified)	94	105	92	110	79	100	96	104
CCSc1nnc(Cc2ccc(OC)cc2)n1-c1ccccc1	.	110	98	92	95	94	.	95
O=C(Nc1ccc2c(c1)C(N1CCOCC1)c1ccccc1-2)C(F)(F)F (stereo unspecified)	107	118	111	85	99	99	111	96
O=C1C2CC=CCC2C(=O)N1C(O)C(Cl)(Cl)Cl (stereo unspecified)	107	124	97	115	127	101	108	109
CC(=O)OC(C)COc1ccc(-c2ccccc2)cc1 (stereo unspecified)	92	104	102	90	95	55	101	100
COc1ccc2nc(NC(=O)CSc3nnc4n3S(=O)(=O)c3ccccc3N4c3ccccc3)sc2c1	100	109	95	47	88	45	94	99
COC(=O)C1=CCS(=O)(=O)C1	109	113	.	101	106	93	104	99
O=C1c2ccccc2C(=O)N1N1C(=O)c2ccccc2C1=O	110	117	.	110	111	108	108	110
CN(C)CCC(C(=O)O)(c1ccccc1)c1ccccc1	92	105	82	95	98	75	101	104
CCOC(=O)/C=C/C(=O)N1CCN(C(=O)/C=C/C(=O)OCC)C(C)C1 (stereo unspecified)	102	99	114	102	131	111	96	102
Cc1ccc2c(c1)C(C(=O)O)=NC1(N2)C(=O)Nc2ccc(C)cc21 (stereo unspecified)	.	99	88	94	111	110	83	105
NC(=O)CNc1ccccc1O	96	106	82	101	85	86	92	85
O=C(CCSCCC(=O)N/N=C/c1ccccc1O)N/N=C\c1ccccc1O	104	104	92	79	104	104	.	102
